# TEAD-YAP block: TEAD-YAP interaction inhibition, primary screen, TEAD-YAP interaction inhibitor project, luminescence, HEK-TIYL cells; TEAD-Gal4/YAP UAS-luciferase luminescence; inhibition, % at 9.12 µM; hit rate 1.4% among 640,000; AID 1259422, 2018; in the data active = inhibition above about 32%;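 note: 0% = median of test compound wells and 100% = reference inhibitor wells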
# GPR151 activ: activators of human GPR151, primary screen, cell-based, PathHunter beta-arrestin, luminescence; G-protein coupled receptor 151 (Homo sapiens), Q8TDV0; PathHunter beta-arrestin GPR151 cells; activation, % at 11.2 µM; hit rate 1% among 650,000; in the data active = activation above about 4.9%;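 note: 0% = median of compound wells and 100% = cells with positive control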
# Target sequence (Q8TDV0 whole entry, looked up): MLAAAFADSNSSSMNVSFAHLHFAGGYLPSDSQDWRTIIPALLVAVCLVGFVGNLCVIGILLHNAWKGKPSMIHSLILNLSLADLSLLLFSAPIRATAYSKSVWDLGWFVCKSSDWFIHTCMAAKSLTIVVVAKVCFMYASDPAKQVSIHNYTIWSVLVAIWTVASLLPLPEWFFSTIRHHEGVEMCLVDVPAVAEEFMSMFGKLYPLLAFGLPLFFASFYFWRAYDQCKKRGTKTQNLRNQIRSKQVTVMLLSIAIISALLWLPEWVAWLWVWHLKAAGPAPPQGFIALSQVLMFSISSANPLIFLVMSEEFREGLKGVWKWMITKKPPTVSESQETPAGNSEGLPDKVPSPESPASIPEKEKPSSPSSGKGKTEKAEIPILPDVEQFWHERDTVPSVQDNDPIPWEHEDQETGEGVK
# FBW7 activator: FBW7 E3 ligase activators, primary screen, biochemical, AlphaScreen, human. F-box/WD repeat-containing protein 7 (Homo sapiens), Q969H0. AlphaScreen FBW7–phospho-cyclin E peptide binding, activator screen. normalized activity (activation), % at 26.1 µM. hit rate 0.13% among 650,000; in the data active = normalized activity above about 1.9%;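 note: purified mutant Fbw7 with reduced substrate affinity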
# MITF inh: MITF inhibitors, primary screen, biochemical, AlphaScreen, human; AlphaScreen MITF homodimerization, bead proximity signal; hit rate 0.91% among 650,000; AID 1259374, 2018; inhibition, % at 2.6 µM; in the data active = inhibition above about 50%;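 note: 0% = vehicle wells with protein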
# Target sequence (O75030 whole entry, looked up): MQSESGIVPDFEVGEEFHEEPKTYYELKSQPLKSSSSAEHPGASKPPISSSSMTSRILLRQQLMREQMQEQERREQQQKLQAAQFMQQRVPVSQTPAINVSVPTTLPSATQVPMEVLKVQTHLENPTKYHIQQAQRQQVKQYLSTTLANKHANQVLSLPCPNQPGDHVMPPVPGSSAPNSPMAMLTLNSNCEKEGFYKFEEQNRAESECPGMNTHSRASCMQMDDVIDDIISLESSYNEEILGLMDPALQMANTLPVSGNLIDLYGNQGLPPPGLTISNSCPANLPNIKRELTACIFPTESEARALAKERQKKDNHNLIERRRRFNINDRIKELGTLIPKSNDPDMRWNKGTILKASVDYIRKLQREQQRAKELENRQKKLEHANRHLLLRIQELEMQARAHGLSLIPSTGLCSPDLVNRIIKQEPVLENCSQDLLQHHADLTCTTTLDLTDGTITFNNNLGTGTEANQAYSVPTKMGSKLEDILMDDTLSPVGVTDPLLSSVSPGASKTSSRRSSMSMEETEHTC
# * hit, by the source's call; . = not tested or not shown; & = joins results of further samples.
# Value order: MITF inh	TEAD-YAP block	FBW7 activator	GPR151 activ
O=C(CC1S/C(=N/N=C/c2ccco2)NC1=O)Nc1ccc(Br)cc1 (centres undefined)
→ 2	0	0.1	1.1
O=C(c1cccc(F)c1)N1CCN(C2CC3CCC2C3)CC1 (centres undefined)
→ 46	-6	0.4	-0.9
C#CCOc1ccc2c(c1)c(C(C)=O)c(C)n2-c1ccc(OC)cc1
→ 0	-1	0.2	0.1
COc1ccc(CNCCCN2CCOCC2)c(OC)c1
→ 6	-5	0.2	-0.3
COc1ccc(C(=O)NC(=S)N2CCCC2)cc1
→ 16	7	-0.1	-1.8
Cc1ccc(OCc2nnc(NC(=O)OCC(C)C)s2)cc1
→ 24	-2	0.0	-0.5
CN(C)CC1CCCCC1OC(=O)c1ccc([N+](=O)[O-])o1 (centres undefined)
→ 3	-5	0.1	-0.5
Oc1oc(-c2cccc3ccccc23)nc1/C=N/c1nc2ccccc2s1
→ 8	-6	-0.1	0.9
CCNCc1cc(OC)c(OC)cc1Br
→ 17	0	0.0	-1.1
Cc1oc2ccccc2c1CN1CCc2c(nc(N3CCCCC3)[nH]c2=O)C1
→ 17	-5	-0.1	2.0
CCc1nc2ccccc2c(=O)n1-c1cccc2ccccc12
→ 6	-5	-0.4	-1.4
CCCC(=O)N(c1ccc2oc(-c3ccccc3)c(C(=O)OCC)c2c1)S(=O)(=O)c1ccccc1
→ 3	13	0.0	1.4
Cn1cnn(CN2CCN(c3ccccn3)CC2)c1=S
→ 22	-1	0.6	-1.3
Cc1ccccc1C(=O)Nc1ccc([N+](=O)[O-])cn1
→ 22	-33	0.1	-5.3
CCN1C(=O)c2ccccc2S(=O)(=O)c2ccc(C(=O)N3CCCCC3C)cc21 (centres undefined)
→ 6	-6	-0.1	-0.5
CC(C)N(CCNc1nc(-c2ccccc2)nc2c1ncn2CCN1CCCC1=O)C(C)C
→ 3	3	0.2	1.7
CC1CC2C3CCC4=CC(=O)C=C[C@]4(C)[C@@]3(F)[C@@H](O)C[C@]2(C)[C@@]1(O)C(=O)CO (some centres undefined)
→ -7&3	2&-20	0.0&-0.1	-0.8&2.8
CC/C=C\CC(O)/C=C/C=C\C/C=C\C/C=C\CCCC(=O)O (centres undefined)
→ 26	.	.	-2.8
CCn1c(CN2CCOCC2)c(-c2ccccc2)c2cc([N+](=O)[O-])ccc21
→ 3	0	0.1	2.2
CN(C)CC(C)(O)c1ccc2c(c1)CN(C(=O)c1ccc(-n3cccn3)cc1)CCO2 (centres undefined)
→ 10	8	0.3	0.1
CCOC(=O)c1c(C)[nH]c(C)c1C(=O)COC(=O)c1cc2ccccc2cc1OC
→ -9	4	-0.2	2.9
CCc1nnc(SCC(=O)NC2CCCC2)nc1CC
→ 6	8	0.3	-1.0
CC1CN2C(=O)Cc3c(S(=O)(=O)N4CCN(C5CCCCC5)CC4)ccc(c32)S1 (centres undefined)
→ 5	16	0.0	2.4
O=C(Cn1ncc2ccccc21)NCc1cccc(Cl)c1
→ -1	-36	-0.1	-1.0
CCc1ccc(CNC(=O)c2cc(=O)[nH]c3ccc(S(=O)(=O)N4CCCC4)cc23)cc1
→ 1	7	0.0	0.9
CCCCN(c1ccccc1)S(=O)(=O)c1cc2c3c(c1)CC(=O)N3CCC2
→ -5	-2	0.1	0.7
COc1ccc(S(=O)(=O)NCc2csc(-c3ccccc3)n2)cc1OC
→ 7	4	1.1	0.3
CCC(C)NC(=O)COc1ccc(-c2ccc(C#N)cc2)cc1 (centres undefined)
→ -15	16	0.1	-0.2
O=C1NC(=O)C(Cc2ccccc2F)(C2CCN(C(=O)c3cccc4ccccc34)CC2)N1 (centres undefined)
→ 7	-3	0.2	0.1
COc1ccc(CCNc2cc(NCc3cccnc3)ncn2)cc1
→ -3	8	0.0	1.1
CC1CN(CC(O)COCc2ccc3c(c2)OCO3)CC(C)O1 (centres undefined)
→ 15	11	0.1	-0.5
COc1ccc(NC(=O)CCCSc2ccc(F)cc2)cc1
→ 9	-10	0.7	3.1
c1ccc(-c2cnnc(NCCCn3ccc4ccccc43)n2)cc1
→ 2	4	-0.2	2.4
CCOC(=O)c1ccc(P(=O)(C(C)(C)C)C(C)(C)C)cc1
→ 8	6	0.2	0.1
Cc1cccc(CCNC(=O)c2cn[nH]c2-c2ccc([N+](=O)[O-])cc2)c1
→ -1	-10	-0.1	-0.2
O=C(CN1C(=O)C(c2ccccc2)=NC12CCCC2)Nc1ccccc1
→ -5	18	-0.1	3.9
CC1(c2ccccc2NC(=O)c2ccc([N+](=O)[O-])cc2)CC1
→ 26	-2	0.2	6.2*
Cc1ccc(-c2ncn(-c3ccc(Nc4nccc(-c5ccc(S(C)(=O)=O)c(N6CCCC(O)C6)c5)n4)cc3)n2)cn1 (centres undefined)
→ 12	38*	-0.2	0.8
Cc1ccc2nc(C(F)(F)F)c(C(=O)Nc3cccc(N(C)C)c3)n2c1
→ 4	0	0.1	3.5
Cc1cccc(N2C(=O)c3c(Cl)c(Cl)c(Cl)c(Cl)c3C2=O)c1
→ -5	-10	-0.1	0.9
CS(=O)(=O)Oc1ccc(/C=C2\SC(N)=NC2=O)cc1Cl
→ -1	-2	-0.2	0.7
O=C(NCCCN1CCOCC1)c1ccc([N+](=O)[O-])cc1[N+](=O)[O-]
→ -13	-5	0.3	-1.5
CSc1cccc(NC(=O)C2C3C=CC4(O3)C2C(=O)N(C2CCCC(C)C2C)C4C(=O)NC2CCCCC2)c1 (centres undefined)
→ -3	17	-0.1	0.4
CCN1CCN(C(=O)/C=C/c2ccc(Br)cc2)CC1
→ 2	-17	-0.5	-0.1
Cc1c(C(C)NC(=O)CN2CCOC2=O)cnn1-c1cccc2ccccc12 (centres undefined)
→ -2	-1	0.1	-0.5
COc1ccc(NC(=O)CCNS(=O)(=O)c2ccc3c(c2)c(=O)n(C)c(=O)n3C)cc1
→ 10	4	0.7	-0.2
COc1cc(Br)ccc1C1C(C(=O)OC2CCCCC2)=C(C)Nc2nnnn21 (centres undefined)
→ -7	-6	-0.1	-0.6
O=C(COC(=O)c1ccc(O)cc1O)NCCN1C(=O)CSC1=O
→ 1	-2	-0.1	-1.4
CCN(C(=O)c1ccc(NC(=O)c2ccc(NC(=O)c3cccc(C)c3)cc2)cc1)c1ccccc1
→ 4	0	-0.1	-0.3
COc1cc2ccccc2cc1C(=O)NN=C1CCCCC1
→ -1	23	0.3	2.6

# (listing goes on)
# Value order: MITF inh	TEAD-YAP block	FBW7 activator	GPR151 activ
COc1ccc(C2=NS(=O)(=O)N(C)C(C(=O)NC(C)(C)C)=C2)cc1OC
→ 2	10	0.0	0.0
COc1ccc(CN2CC(C(=O)NCCCN3CCCC(C)C3)CC2=O)cc1 (centres undefined)
→ -13	1	0.1	-1.7
CCSc1nc(N)c(C#N)c(-c2ccccc2Cl)c1C#N
→ 14	0	0.1	0.2
O=C(CCC(=O)Nc1ccc(F)cc1)N/N=C/c1ccc(OCc2ccccc2)cc1
→ 0	3	-0.1	0.5
CC(C)CN1C(=O)c2cc(C(=O)O)ccc2C1O (centres undefined)
→ -10	-4	-0.2	-0.7
O=C1NN(c2ccc(F)cc2)C(=O)/C1=C\c1ccc(-c2ccc(C(=O)O)cc2)o1
→ 28	1	-0.1	1.2
CCOC(=O)C(=CN1CCOc2ccccc21)C(=O)OCC
→ 6	-1	0.0	-0.1
O=C1c2ccccc2C(=O)c2c(NC(=O)c3c(F)cccc3F)cccc21
→ -14	0	-0.1	-0.9
COc1ccc(N=C(C)c2sc3ccccc3c2O)cc1
→ 0	-20	0.2	-1.6
Cc1cc(Cl)ccc1OCC(O)CNC(C)C (centres undefined)
→ 1	9	0.3	0.7
CN(C)C(=O)CSc1nnc(-c2cccs2)n1C
→ 0	3	0.1	0.0
COc1ccc(C2C(C(=O)Nc3nc4ccccc4s3)c3ccccc3C(=O)N2c2ccc(OC)cc2)cc1 (centres undefined)
→ 2	-5	-0.5	1.5
CCOC(=O)c1ccc(CSc2nnc(C)n2N)o1
→ 11	-19	0.4	-1.0
COc1ccc(-c2cc(=O)c3cc(O)ccc3o2)cc1
→ 9	43*	0.5	-2.8
O=C(N/N=C/c1ccc(O)c(O)c1)c1ccc(NC(=O)c2ccccc2)cc1
→ 12	-39	0.5	-1.2
CCOc1ccc(C=Nc2ccc(OC)cc2)cc1
→ -6	7	0.0	1.4
CCOC(=O)N1CCN(c2cc(=O)n(C)c(=O)n2Cc2ccccc2)CC1
→ 2	3	0.5	1.5
C=CCn1c(C)cc(-c2csc(N)n2)c1C
→ 19	0	-0.2	-1.4
COc1ccc(N2C(S)=C(C#N)C(=O)NC2c2ccccc2)cc1 (centres undefined)
→ 7	6	0.0	2.0
C=CCSc1nc2sc3c(c2c(=O)n1Cc1ccccc1)CCc1ccccc1-3
→ 2	-3	-0.1	1.9

# Of the compounds above, two have a tert-butyl group.
# Value order: MITF inh	TEAD-YAP block	FBW7 activator	GPR151 activ
CCOC(=O)c1ccc(P(=O)(C(C)(C)C)C(C)(C)C)cc1
→ 8	6	0.2	0.1
COc1ccc(C2=NS(=O)(=O)N(C)C(C(=O)NC(C)(C)C)=C2)cc1OC
→ 2	10	0.0	0.0

# New compounds follow
# Value order: MITF inh	TEAD-YAP block	FBW7 activator	GPR151 activ
OC1(c2ccccc2F)CCN(CCN2CCCCC2)CC1
→ -9	-4	-0.1	-0.9
COCCCNC(=O)CSc1nc(Nc2ccc(F)cc2)c2ccccc2n1
→ -9	6	-0.1	2.2
CC(=O)Nc1ccc(NC(=O)c2ccc(C(=O)c3ccccc3)cc2)cc1
→ -8	-8	0.0	-0.2
Cc1cc(Br)ccc1NC(C)C(=O)N1CC(C)OC(C)C1 (centres undefined)
→ -16	3	0.1	1.9
COc1ccc(Cn2c(=O)c3cccnc3n(Cc3cccc(F)c3)c2=O)cc1
→ 7	-1	0.2	-0.9
COC(=O)Cc1c(C)c2cc(Cl)c(OCC(=O)N(C)C)cc2oc1=O
→ 22	1	-0.1	2.2
COc1ccc(C(=O)Nc2ccccc2-c2nnn(CC(=O)Nc3ccccc3)n2)cc1
→ -7	3	-0.1	-0.8
O=c1c2ccccc2ncn1CCOCCOc1cccc(Br)c1
→ 0	-4	0.1	-1.0
COC(=O)c1cc(S(=O)(=O)Nc2cc(Cl)c(OC)cc2OC)cn1C
→ 2	-1	0.1	-2.0
c1cc2c3c(cccc3c1)C(N1CCCCC1)=N2
→ 17	0	0.0	0.2
Cc1nc2sccn2c1C(=O)c1cccc(F)c1
→ 2	-9	-0.1	0.3
N#C/C(=C/c1c[nH]c2ccccc12)c1[nH]nc(N)c1C#N
→ 20	-18	0.1	0.8
N=S(=O)(O)Cc1noc2ccccc12
→ 1	1	0.7	0.0
CCSc1nnc(NC(=O)CC23CC4CC(CC(Br)(C4)C2)C3)s1
→ 4	-11	0.3	-0.3
COc1ccc(S(=O)(=O)N(C)CC(=O)Nc2ccccc2C(F)(F)F)cc1Cl
→ 1	-6	0.1	1.7
NC(=O)c1c(NC(=O)c2csc3c2CCCC3)sc2c1CCCC2
→ -2	-7	0.2	0.7
COCCNC(=O)C(=O)NCC(c1ccco1)S(=O)(=O)c1ccc(Cl)cc1 (centres undefined)
→ -16	-10	-0.1	-1.7
Cc1c(Cl)cccc1NC(=O)NC(=O)C(F)(F)F
→ -1	-4	0.2	1.0
COc1ccc(-c2ccc(/C=C/C(=O)c3ccc(F)cc3)o2)cc1
→ -2	12	-0.1	1.2
CCCCCn1c(=O)[nH]c2cc(C(=O)N3CCN(C4CCCCC4)CC3)ccc2c1=O
→ -7	-1	-0.1	3.3
CN1CCCN(C(=O)C2CC23CCN(Cc2ccc(C#CC(C)(C)O)cc2)CC3)CC1 (centres undefined)
→ -6	-9	0.0	1.5
O=C(N[C@H]1C[C@H]2C(=O)N[C@H](CO)C(=O)N2C1)c1cccnc1
→ -20	-3	0.2	0.0
CCC(=O)Nc1cccc(-c2cnc3ccccc3n2)c1
→ 24	-41	0.7	-1.1
COc1ccc(CNC(=O)CSc2nnc3n2C(C)(C)Cc2ccccc2-3)cc1
→ -4	16	0.0	-0.5
Cc1nn(C)c(=O)c2cc3ccsc3n12
→ -31	6	0.2	-1.0

# Structural class: the entries above containing a Cl atom
# Value order: MITF inh	TEAD-YAP block	FBW7 activator	GPR151 activ
O=C(Cn1ncc2ccccc21)NCc1cccc(Cl)c1
→ -1	-36	-0.1	-1.0
Cc1cccc(N2C(=O)c3c(Cl)c(Cl)c(Cl)c(Cl)c3C2=O)c1
→ -5	-10	-0.1	0.9
CS(=O)(=O)Oc1ccc(/C=C2\SC(N)=NC2=O)cc1Cl
→ -1	-2	-0.2	0.7
CCSc1nc(N)c(C#N)c(-c2ccccc2Cl)c1C#N
→ 14	0	0.1	0.2
Cc1cc(Cl)ccc1OCC(O)CNC(C)C (centres undefined)
→ 1	9	0.3	0.7
COC(=O)Cc1c(C)c2cc(Cl)c(OCC(=O)N(C)C)cc2oc1=O
→ 22	1	-0.1	2.2
COC(=O)c1cc(S(=O)(=O)Nc2cc(Cl)c(OC)cc2OC)cn1C
→ 2	-1	0.1	-2.0
COc1ccc(S(=O)(=O)N(C)CC(=O)Nc2ccccc2C(F)(F)F)cc1Cl
→ 1	-6	0.1	1.7
COCCNC(=O)C(=O)NCC(c1ccco1)S(=O)(=O)c1ccc(Cl)cc1 (centres undefined)
→ -16	-10	-0.1	-1.7
Cc1c(Cl)cccc1NC(=O)NC(=O)C(F)(F)F
→ -1	-4	0.2	1.0
